Sm TGR inh – blocks Schistosoma mansoni thioredoxin glutathione reductase; Potency, µM (doses to about 114 µM), for inactives: at the top dose activity change, negative = inhibition, actives largely listed as inhibitors; 360,000 compounds, 3% hits; purified TGR, DTNB reduction, TNB absorbance 405 nm; Q962Y6; also: potency is read from the fitted curve at half-maximal effect; nearly all actives have a fitted effect of over 60% in size
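TGR 20 nM + NADPH 100 uM (dispensed conc.), cpd preinc 15 min RT; start with NADPH (500 uM addition) then DTNB (15 mM addition). Kinetic TNB absorbance, 405 nm filter. Four-parameter Hill fit across titration.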
FBPA Giardia inh – Giardia lamblia aldolase inhibition; Potency, µM (doses to about 59.6 µM), inactives show at the top dose activity, negative = inhibition, usual class: inhibitors; 290,000 compounds, 0.71% hits; purified Giardia FBPA; AID 2451; A8B2U2; also: potency is read from the fitted curve at half-maximal effect; nearly all actives have a fitted effect of over 55% in size
Target sequence (A8B2U2 whole entry, looked up): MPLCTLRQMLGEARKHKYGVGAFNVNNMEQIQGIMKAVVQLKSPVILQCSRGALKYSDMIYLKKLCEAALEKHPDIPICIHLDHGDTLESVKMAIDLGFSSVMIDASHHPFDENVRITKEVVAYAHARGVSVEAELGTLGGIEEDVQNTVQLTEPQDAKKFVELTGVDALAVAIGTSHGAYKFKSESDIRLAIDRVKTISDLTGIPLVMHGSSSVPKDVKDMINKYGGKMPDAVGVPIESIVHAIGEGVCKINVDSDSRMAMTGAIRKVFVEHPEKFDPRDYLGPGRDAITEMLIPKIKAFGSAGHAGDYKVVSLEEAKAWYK
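40 nM FBPA preincubated 10 min at RT with compound (up to 57.5 uM final), then substrate plus GAPDH/TPI/NAD/arsenate coupling and diaphorase/resazurin added. Fluorescence read after 20 min at RT, 525/598 nm.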
AmpC inh detg – blocks E. coli AmpC beta-lactamase in detergent assay | AmpC hydrolysis of nitrocefin, absorbance 480 nm, 0.01% Triton | Potency, µM (titrated, usually from 114 µM), for inactives: at the highest dose activity change, negative = inhibition, hits mostly inhibitors | 370,000 compounds, 0.041% hits | AID 485294;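 also: potency is read from the fitted curve at half-maximal effect; 0% = no-compound wells and -100% = no-enzyme wells; nearly all actives have a fitted effect of over 25% in size; some results filed as inactive show a strong effect at the top dose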
Target sequence (P00811 whole entry, looked up): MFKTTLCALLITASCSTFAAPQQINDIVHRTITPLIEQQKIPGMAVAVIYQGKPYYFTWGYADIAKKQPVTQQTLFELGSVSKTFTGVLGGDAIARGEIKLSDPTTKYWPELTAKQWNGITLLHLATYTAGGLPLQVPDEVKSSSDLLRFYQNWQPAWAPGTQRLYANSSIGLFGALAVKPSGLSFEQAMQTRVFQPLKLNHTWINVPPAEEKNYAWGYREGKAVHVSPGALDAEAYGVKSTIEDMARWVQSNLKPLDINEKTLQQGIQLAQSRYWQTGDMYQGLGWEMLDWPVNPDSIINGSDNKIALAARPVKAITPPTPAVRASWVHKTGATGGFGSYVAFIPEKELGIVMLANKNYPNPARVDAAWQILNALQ
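20 mM phosphate pH 7.0 + 0.01% (detergent screen) or 0.0001% Triton X-100; 5.3 nM AmpC reagent; cpd preinc 15 min RT; nitrocefin (800 uM stock) to start; A480 q20 s × 4 min; Activity was normalised to no-enzyme and no-compound control wells.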
HCV inhibitor – inhibitors of hepatitis C virus infection | Huh7.5.1 HCVcc-Cre infection, luciferase reporter, 44 h | Potency, µM (series often up to 41.8 µM), inactives show at the top dose activity change, negative = inhibition, usual class: inhibitors | 340,000 compounds, 3.4% hits | AID 651820; also: potency is read from the fitted curve at half-maximal effect
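HCVcc-Cre virus at an moi near 0.5 was added right after compound to cells cultured 4 h from seeding (1,000 cells/well). Luciferase activity was determined 44 h later, 15 min after substrate addition at RT.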
HCMV inh – inhibitors of human cytomegalovirus; HFF cells, HCMV-luciferase reporter, 72 h; stronger effect = lower value; activity change, negative = inhibition, % at 57.5 µM; 410,000 compounds, 4.5% hits; AID 1259415; in the data active = activity change below about -60%; inconclusive = no clear call, values can overlap the other calls; inactive = above about -39%
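HFF cells seeded 16 h at 37C, treated with compounds, infected with luciferase-reporter HCMV at MOI 1 PFU/cell; luciferase read at 72 h post infection, normalized to buffer-only and Salinomycin controls.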
AMA1 RON2 block – disrupts binding of P. falciparum AMA1 to RON2 | AlphaScreen AMA1-biotinylated RON2 peptide binding | Potency, µM (titrated, usually from 58.2 µM), without a hit: top-dose activity change, negative = inhibition, usual class: inhibitors | 360,000 compounds, 0.2% hits | AID 720542;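 also: potency is read from the fitted curve at half-maximal effect; 0% = vehicle wells and -100% = peptide control; nearly all actives have a fitted effect of over 45% in size; some results filed as inactive show a strong effect at the top dose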
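AMA1 (3D7) with his tag at 25 nM final met compounds first, then biotinylated RON2 peptide at 25 nM; detection used donor plus acceptor beads, 10 µg/mL apiece, read by AlphaScreen after 30 min at room temperature.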
Starred values were filed as active, the others as inactive; ? = inconclusive; . = not tested or not shown; [ ] = dose if it differs, or a comment. Unless noted, calls follow the shape of the dose curve; as a rule, active = well fitted curve in the direction sought with a large enough effect; inconclusive = small, poorly fitted or top-dose-only effect, or another doubt; inactive = no such curve, though single readings can be large; an effect the other way counts as inactive or inconclusive. Unless noted, % is scaled to controls: 0 for no effect and ±100 for the full control effect. Rows were taken by chance; 9.3% or so of the library scored in one or more.

Second line of a record – AMA1 RON2 block | Sm TGR inh | HCMV inh | HCV inhibitor | FBPA Giardia inh | AmpC inh detg
COCCN1CC(C(=O)N2CCC(Oc3ccccc3OC)CC2)CCC1=O (centres undefined)
  -4% | -15% | -12 | 25% | 5% | -3%
O=C(Nc1ccc(Cl)cc1)c1ccc2c(c1)N(Cc1ccccc1)CCS2
  . | 3% | -2 | . | . | 6%
Cc1cccc(NC(=O)COC(=O)Cc2cccs2)c1C
  12% | -4% | -25 | 7% | . | -11%
O=C(O)CCN1C(=O)CC(N2C(=O)/C(=C/c3ccc(Cl)cc3)SC2=S)C1=O (centres undefined)
  45%[activator] | 0% | -28 | 42%[activator] | 10% | -1%
Cc1ccccc1C(=O)NC(CC(C)C)C(=O)OCC(=O)c1c(N)n(C)c(=O)n(C)c1=O (centres undefined)
  0% | -3% | ? | 6% | 4% | -2%
COc1ccc(NC(=O)c2cc(-c3ccccc3Cl)no2)cc1
  -1% | 11% | -6 | -21% | 0% | -9%
CC(=O)Nc1ccc(S(=O)(=O)N2CCC(C(=O)NCCC(=O)Nc3ccccc3)CC2)cc1
  20% | -22% | 20 | 22% | 4% | -4%
CN(c1ccccc1)S(=O)(=O)c1cccc(NC(=O)Cn2cnc3c2c(=O)n(C)c(=O)n3C)c1
  -1% | 0% | ? | ? | -5% | 0%
COCCNC(=O)C(c1ccc(C)cc1)N(CCOC)C(=O)CCC(=O)Nc1nccs1 (centres undefined)
  9% | -9% | 37 | 3% | 0% | -3%
CSc1ccc(C(=O)C2CCCN(C(=O)Cn3cnnn3)C2)cc1 (centres undefined)
  20% | -13% | 1 | 38%[activator] | 0% | 0%
O=C(Nc1cccc(-n2cnnn2)c1)c1cc2ccccc2o1
  -2% | 0% | -22 | -8% | 9% | 1%
COc1ccc2c(-c3ccccc3)cc(N3CCOCC3)nc2c1
  61%[activator] | -7% | -26 | 13µM* | ? | -2%
CCCC/C(C)=N\NC(=O)CNS(=O)(=O)c1ccc([N+](=O)[O-])cc1
  10% | -9% | -5 | 9% | -1% | -3%
O=C(O)CN1C(c2ccccc2O)Nc2ccc(Br)cc2C1c1ccccc1 (centres undefined)
  110%[activator] | 5% | -17 | 2% | 10% | 1%
O=C(NCc1cccs1)c1nc2ncccn2n1
  4% | 4% | -14 | -2% | -4% | -8%
O=C(NCc1ccccn1)c1ccc2c(c1)N(Cc1ccccc1)CCS2
  32%[activator] | -10% | ? | ? | -5% | -6%
O=C(NCC(=O)N1CCCC(C(F)(F)F)C1)c1ccc(Oc2ccccc2)cc1 (centres undefined)
  -3% | -23% | -20 | ? | . | 7%
C=CCNC(=O)c1ccc(OC)cc1OC
  -8% | 1% | 21 | -23% | -1% | 5%
O=S(=O)(c1ccccc1)N1c2cc(Cl)ccc2Oc2nc3ccccc3nc21
  -11% | -5% | 47 | ? | -5% | -5%
COCCCNC(=O)c1oc2c(c1C)-c1nn(Cc3ccccc3Cl)cc1CC2
  . | 13% | -19 | . | . | 22%
Cc1cc(C)cc(NS(=O)(=O)c2c(C)[nH]c(=O)[nH]c2=O)c1
  13% | 15% | 5 | 8% | -5% | 2%
O=C(OCc1c(-c2ccccc2)ncc2ccccc12)N1CCOCC1
  -8% | -15% | 2 | ? | . | 4%
CCOc1ccc(NC(=O)c2[nH]c(C)c(C(C)=O)c2C)cc1
  -5% | 0% | 20 | -19% | -1% | ?
COc1ccc(C(CNC(=O)c2cccc(NS(=O)(=O)c3ccc(C)c(F)c3)c2)N2CCCC2)cc1 (centres undefined)
  79%[activator] | -26% | -9 | ? | . | -13%
COC(=O)C1=C(c2ccc(F)cc2OCc2ccccc2)C[C@@H]2CC[C@H]1N2C(=O)NCCOc1ccc(OC)cc1
  -3% | 9% | -29 | ? | . | 1%
CCC(=O)Nc1ccc(S(=O)(=O)Nc2c(C)nc3nc[nH]n3c2=O)cc1
  7% | 0% | 24 | 28% | -25% | -9%
COc1ccc(NC(=O)NC2CCCCCCC2)cc1OC
  -1% | 0% | 85 | 6% | 2% | ?
CCS(=O)(=O)N1CCc2cc(C(=O)Nc3cc(C(F)(F)F)ccc3Cl)ccc21
  . | -6% | -32 | . | . | 5%
O=C(c1cc(-c2ccccc2)nc2ccccc12)N1N=C(C(F)F)CC1(O)C(F)F (centres undefined)
  43%[activator] | 11% | 15 | -3% | 0% | ?
C#CCn1cc(/C=N/NC(=O)c2cc3ccccc3o2)c2ccccc21
  -3% | 1% | -37 | 11% | -1% | ?
CCCc1nc2c(nnn2Cc2ccccc2)c(=O)[nH]1
  -18% | 4% | 27 | -15% | 0% | 2%
COc1ccccc1C(=O)c1ccccc1C(=O)c1ccccc1
  24% | . | -19 | -3% | . | .
O=C(COc1ccc(F)cc1)Nc1nnc(C2CC2)s1
  -22% | 5% | 4 | ? | . | ?
O=C(Cn1cnc2ccccc2c1=O)NCCCN1CCCC1=O
  -3% | -22% | -25 | 0% | . | -7%
Cc1ccc(-c2cc(C(=O)NCc3ccco3)c3ccccc3n2)s1
  9% | 28µM* | 33 | ? | -17% | 2%
Cc1noc(/C=C/c2cccs2)c1S(=O)(=O)N1CCC(C(=O)NCc2ccccc2Cl)CC1
  . | 1% | 23 | . | . | -1%
O=C(Cn1nnc(-c2cccc(C(F)(F)F)c2)n1)NC(=O)NCc1ccco1
  -2% | -19% | 4 | 0% | -2% | -9%
CCCn1c(=N)c(C(=O)NCC2CCCO2)cc2c(=O)n3cc(C)ccc3nc21 (centres undefined)
  . | -8% | 24 | . | . | -1%
Cc1cccc(-n2nc3c(c2NC(=O)c2ccc(Br)o2)CSC3)c1C
  -1% | -18% | 14 | 1% | 4% | 3%
CCCCC(=O)NC1(C(F)(F)F)C(=O)Nc2c1c(=O)[nH]c(=O)n2-c1ccc(F)cc1 (centres undefined)
  . | 0% | 17 | . | . | 2%
COc1ccc(OC)c(C2C(C(=O)O)c3ccccc3C(=O)N2C)c1 (centres undefined)
  26% | ? | -6 | 9% | 3% | 3%
COc1ccccc1NC(=O)COC(=O)C1CCN(/C=C/C(=O)C(F)(F)F)CC1
  -3% | -3% | 34 | 30% | 5% | -5%
Cc1ccccc1C(=O)Nc1ccc(N(C)C)c2ccccc12
  0% | -1% | 92 | -15% | 1% | ?
Cc1cccc(NC(=O)C2=C(O)c3ccccc3N(C)S2(=O)=O)c1
  7% | -3% | 87 | 9% | 0% | -12%
Cc1ccc(Cl)c2c1NC(=O)C2=O
  -1% | . | -12 | 1% | . | .
NS(=O)(=O)c1ccc(NC(=S)N2CCN(Cc3ccc4c(c3)OCO4)CC2)cc1
  4% | 0% | -12 | ? | ? | -11%
Cc1cccc2c1ncc1c(=O)n(-c3ccccc3)[nH]c12
  -6% | -31% | 37 | 8% | 2% | -4%
Cc1ccsc1C(=O)N(C)CC(=O)N(CC(C)C)c1c(N)n(CC(C)C)c(=O)[nH]c1=O
  -15% | 1% | 0 | 35%[activator] | . | 3%
O=C(NC1CCCCC1)c1ccc2c(c1)N(Cc1cccc(Cl)c1)C(=O)c1ccccc1S2=O (centres undefined)
  . | 19% | ? | . | . | 5%
Cc1ccc(C(=O)Cn2cncn2)cc1
  7% | 4% | -2 | 13% | -12% | 0%
CCc1ccc(-c2nc(CS(=O)CC(=O)NC3CCCCCC3)c(C)o2)cc1 (centres undefined)
  1% | 7.9µM* | -25 | -18% | . | 3%
O=C(NC1CCCc2ccccc21)C1CCN(S(=O)(=O)c2cccc3nonc23)CC1 (centres undefined)
  -2% | 0% | -1 | 4% | 0% | -18%
O=C(Cn1cc(S(=O)(=O)Cc2ccccc2)c2ccccc21)Nc1ccccc1
  5% | -3% | . | 1% | -17% | ?
O=C(CN1CCc2ccccc2C1)Nc1cc(S(=O)(=O)N2CCOCC2)ccc1N1CCCC1
  0% | -5% | -17 | 0% | -22% | -10%
COc1ccc(OC)c(C(=O)CSc2ncc3c(n2)-c2ccccc2N(Cc2ccccc2C)S3(=O)=O)c1
  . | -2% | 18 | . | . | -2%
NC(=O)CC1NC(=O)c2cc([N+](=O)[O-])cc(I)c2OCCC(C(N)=O)NC(=O)[C@@H]2CCCN2C1=O (some centres undefined)
  20% | 0% | 3 | -3% | 0% | ?
COc1ccc(/C=C(\C#N)c2nc3ccccc3c(=O)[nH]2)cc1OC
  . | -8% | -1 | . | . | -5%
COC(=O)c1c[nH]c(=S)n1Cc1ccccc1
  48%[activator] | . | -30 | 1% | . | .
O=[N+]([O-])c1cc(-c2cnc3ccccc3n2)ccc1Cl
  -3% | 11% | 52 | -11% | 5% | 1%
COC(=O)C1(c2ccccc2)NC(c2ccc(O)cc2)C2C(=O)N(c3ccc4c(c3)OCO4)C(=O)C21 (centres undefined)
  15% | -6% | -24 | 8% | 6% | -15%

Random excerpt: 2 entries already listed, in no set order.
Second line of a record – AMA1 RON2 block | Sm TGR inh | HCMV inh | HCV inhibitor | FBPA Giardia inh | AmpC inh detg
Cc1noc(/C=C/c2cccs2)c1S(=O)(=O)N1CCC(C(=O)NCc2ccccc2Cl)CC1
  . | 1% | 23 | . | . | -1%
COc1ccc(OC)c(C2C(C(=O)O)c3ccccc3C(=O)N2C)c1 (centres undefined)
  26% | ? | -6 | 9% | 3% | 3%

The list continues:
Second line of a record – AMA1 RON2 block | Sm TGR inh | HCMV inh | HCV inhibitor | FBPA Giardia inh | AmpC inh detg
COc1ccc(/C=C/C(=O)OCC(=O)N2CCN(S(=O)(=O)c3ccc(C)cc3C)CC2)cc1OC
  -7% | . | -13 | 0% | . | .
COc1ccc(OC)c(C(=O)NC(CC(N)=O)c2ccc(NCCN3CCOCC3)c([N+](=O)[O-])c2)c1 (centres undefined)
  -10% | -3% | -6 | 4% | -6% | 4%
CC(=O)c1sc(NC(=O)C2COc3ccccc3O2)nc1C (centres undefined)
  15% | -9% | -11 | -20% | 5% | ?
CCc1ccc(S(=O)(=O)Nc2cccc(C3OCCCO3)c2)cc1
  3% | 2% | -36 | ? | 2% | -8%
COc1ccc(-c2noc(CCC(=O)NC3CCCCC3)n2)cc1OC
  1% | -15% | 61 | ? | 5% | -1%
Cc1ncc([N+](=O)[O-])n1CCOC(=O)c1cc(Cl)cc(Cl)c1N
  ? | -34% | -11 | ? | -18% | ?
O=C(NCC(c1cccnc1)N1CCN(c2ccccc2F)CC1)Oc1ccccc1 (centres undefined)
  -6% | -16% | -28 | 21% | 9% | -6%
Cc1ccc(CCNC(=O)C2CCCN(c3ncnc4c3nc3n4CCCCC3)C2)cc1 (centres undefined)
  -11% | -20% | 25 | -5% | -7% | 0%
Cc1ccc(C(=O)Nc2ccccc2C(=O)NCc2ccco2)cc1
  -2% | . | -20 | -13% | . | .
C#Cc1cccc(NC(=O)c2ccc(Cl)cc2Cl)c1
  1% | 10% | ? | -19% | -6% | 6%
CCOC(=O)c1c(NS(=O)(=O)c2cccc(OC)c2)sc2c1CCC2
  -1% | ? | 28 | -5% | ? | -4%
CCOC(=O)Cc1csc(NC(=O)CCC(=O)O)n1
  6% | -3% | 5 | 15% | 4% | -2%
Cc1ccc(C(=O)N2c3nc(-c4ccco4)nn3C3(CCCCC3)[C@@H]3CCCC[C@@H]32)cc1
  . | 11µM* | -38 | . | . | 17%
Cc1ccc(S(=O)(=O)N2CCOCC2)cc1C(=O)N1CCN(S(=O)(=O)c2cccc(F)c2)CC1
  1% | -8% | 0 | 17% | . | -9%
